# NCI-60 one-dose screen, 48 h, at 10 µM unless noted. Numbers give growth in % (100 = growth as untreated, 0 = no growth, -100 = all killed).
# T-47D = T-47D breast cancer | hit rate 5% among 79,000 | AID 1794792
# HS 578T = HS 578T breast cancer | hit rate 4.1% among 78,000 | AID 1794788
# SK-MEL-2 = SK-MEL-2 melanoma | hit rate 4.7% among 77,000
# LOX IMVI = LOX IMVI melanoma; hit rate 7.4% among 79,000; AID 1794757
# MALME-3M = MALME-3M melanoma. hit rate 5.8% among 78,000. AID 1794766
# SK-MEL-28 = SK-MEL-28 melanoma | AID 1794761 | hit rate 4.1% among 81,000
# SK-MEL-5 = SK-MEL-5 melanoma; AID 1794755; hit rate 6.4% among 80,000
# UACC-257 = UACC-257 melanoma | AID 1794764 | hit rate 4.4% among 78,000
# Starred values were filed as active, the others as inactive; nt = no result given; & = joins results of further samples; [ ] = another dose, or the depositor's remark. Rule for the calls: active = growth percent below 10; inactive = the rest. Rows are unselected; 11% or so of the library scored in one or more.
SMILES,T-47D,HS 578T,SK-MEL-2,LOX IMVI,MALME-3M,SK-MEL-28,SK-MEL-5,UACC-257
O=C(Cn1cc(CN2C(=O)c3ccccc3S2(=O)=O)nn1)Nc1nc2ccccc2s1,88,110,95,93,95,106,104,101
CSc1ccc(N2C(=N)C(=S)N(c3ccc(C)cc3)C2=O)cc1,83,96,118,87,94,106,101,100
N#CSCc1c(Cl)cccc1Cl,80,81,102,50,47,56,88,80
CN(C)/N=N/c1nc[nH]c1C(N)=O,103&105&87,147&97&102,85&35,51&49&40,113&90&94,114&109&109,103&94&104,85&76&97
Cc1nc(Nc2cccc(NC(=S)Nc3ccccc3)c2)c2ccccc2n1,92,99,111,101,93,101,96,104
COc1cc(C(=O)Nc2nn(C)c3nc(C)c(Cl)c(C)c23)cc(OC)c1OC,93,103,nt,102,95,100,100,99
C=CCNC(=S)NCCO,89,106,113,98,124,107,106,108
Cl[C@@H]1CCO[C@H](c2cc3ccccc3c3ccccc23)C1,100,103,101,98,106,104,93,93
O=c1c2cc(Br)cc(Br)c2nc(-c2ccc(Cl)cc2)n1/N=C/c1cccc(F)c1,49,35,60,62,63,85,71,93
COc1cc2ncnc(Nc3ccc(S(=O)(=O)Nc4cc(C)on4)cc3)c2cc1OCCCN1CCCC1,98,105,114,96,99,108,107,99
O=C(C(=O)N1CCCCC1)c1cn(CCCn2cc(C(=O)C(=O)N3CCCCC3)c3ccccc32)c2ccccc12,100,nt,104,95,92,112,87,103
CC(O)CN(CC(C)O)c1ccc2c(c1)Cc1cc([N+](=O)[O-])ccc1-2 (stereo not given),109,96,96,96,84,109,103,125
Fc1ccccc1-c1nc(C(Cl)Cl)nc2cc(-c3ccccc3)nn12,58,89,99,nt,98,101,89,104
CCN(CC)CCOC(=O)Nc1cc(C)cc(C)c1,94[100 µM],102[100 µM],119[100 µM],86[100 µM],91[100 µM],115[100 µM],102[100 µM],103[100 µM]
C[C@]12CCC3c4ccc(O)cc4CCC3C1CC[C@@H]2OC(=O)CCC1CCCC1 (stereo not given in full),102,121,94,101,102,110,106,117
Cc1nc2ccccc2n(C)c1=O,83,93,89,98,81,102,102,92
Oc1ccc(-c2ccccc2)cc1Br,101,105,nt,103,119,108,104,nt
O=C(/C=C/c1cccc(Oc2ccc(Cl)cc2)c1)c1ccccc1,77,97,109,38,102,101,105,101
CC(=O)NC1C(Nc2ccc(S(=O)(=O)Nc3nc(C)cc(C)n3)cc2)OC(CO)C(O)C1O (stereo not given),92,116,107,103,92,101,100,93
CCCCCCCCOc1nc2c(c(=O)n(C)c(=O)n2C)n1C,87,103,113,101,120,111,96,96
Cc1[nH]c(/C=C/C(=O)c2ccc(C(F)(F)F)c(F)c2)c(C)c1C(=O)N1CCN(C)CC1,71&84,83&86,106&98,96,91&97,93&105,88&89,101&110
Cc1cc(C)nc(NS(=O)(=O)c2ccc(Nc3nc(C)c4c(=O)[nH]c(Nc5cccc(Cl)c5)nc4n3)cc2)n1,84,83,94,99,115,107,102,42
CN1C(=O)/C(=C/c2cccs2)S/C1=N/c1nccs1,47,115,103,92,105,106,100,108
O=c1[nH]nc(SCc2nc3ccccc3s2)n1C1CC1,90,101,65,88,100,117,93,nt
Fc1cccc(F)c1C#Cc1ccc2cccnc2c1,22,92,84,87,90,106,72,88

# Going on with the list:
SMILES,T-47D,HS 578T,SK-MEL-2,LOX IMVI,MALME-3M,SK-MEL-28,SK-MEL-5,UACC-257
Cc1nc(N)sc1Sc1nc2ccc(Cl)cc2c(=O)n1-c1ccc(Oc2ccccc2)cc1,76,82,97,76,95,95,76,76
CCCCN(CCCC)CNC(=O)c1ccccc1,93,84,95,98,113,105,101,104
NC(=S)N/N=C(\C=C\c1cn(-c2ccccc2)nc1-c1ccccc1)c1cc2ccccc2oc1=O,95,98,72,81,80,85,61,87
O=C(/C=C/c1ccc(Cl)cc1)c1ccc(Cl)cc1,114,nt,97,66,92,100,97,103
O[C@@H]1Cc2ccc3ccccc3c2N[C@H](c2ccoc2)C1,94,104,nt,93,nt,125,93,105
O=c1cc(-c2ccccc2)nc2sc(-c3c[nH]c4ccc(Cl)cc34)nn12,70,55,nt,91,77,94,97,nt
COc1ccc(/C=C/C(=O)c2ccc(NC(=O)CSc3nnc(-c4ccc(Cl)cc4)o3)cc2)cc1,82,102,102,89,97,112,94,99
COc1cc(/C=C/C(=O)CC(=O)/C=C/c2ccc(OC(=O)CCNC34CC5CC(CC(C5)C3)C4)c(OC)c2)ccc1OC(=O)CCNC12CC3CC(CC(C3)C1)C2,51,19,12,0.6*,39,34,25,74
O=C(CN1CCN(c2cc(=O)[nH]c3ccc(F)cc23)CC1)Nc1cccc([N+](=O)[O-])c1,81,95,106,97,102,107,99,98
Nc1ccccc1NC(=O)CCCCC(=O)Nc1ccc2c(c1)/C(=C/c1ccc[nH]1)C(=O)N2,60,52,46,85,33,86,88,98
CC(C)(C)C(=O)/C=C/c1ccccc1Cl,87,100,114,103,107,115,97,73
Cc1ccc2c(Cn3cc(CSc4nc5cc(Cl)ccc5o4)nn3)cc(=O)oc2c1,99,112,117,96,108,108,95,109
Cc1ccc(-c2nc(N3CCN(CC(=O)Nc4ccc(Cl)c(C(F)(F)F)c4)CC3)c3ccccc3n2)cc1,75,97,110,92,106,105,103,95
O=C1CSc2nnc(CCC(=O)c3nc4ccccc4[nH]3)n2N1,96,nt,99,105,95,119,103,112
COC(=O)c1ccc2c(c1)Oc1ccccc1-c1cc(C)nn1-2,71,82,91,93,107,122,97,108
O=C(O)c1cn(C2CC2)c2cc(N3CCN(C(=O)N/N=C/c4ccc(Cl)cc4)CC3)c(F)cc2c1=O,88,112,101,88,103,113,98,99
O=c1c2ccccc2c(-c2ccccc2)nn1-c1ccc(S(=O)(=O)NC(=S)NCc2ccccc2)cc1,93,104,122,99,109,101,96,112
O=CNc1ccccc1O,107,120,100,99,130,105,101,102
O=C1CC(c2cccc(Cl)c2)c2snc(-c3ccc(F)cc3)c2N1 (stereo not given),74,91,81,88,92,104,91,94
O=C(c1ccc(Nc2nccc(NCCCCNc3ccnc4cc(Cl)ccc34)n2)cc1)N1CCCCC1,-33*,65,69,-83*,-79*,-52*,-92*,-51*
O=CNc1cccc(-n2cnc3cc(-c4ccc(O)cc4)ccc32)c1,37,24,79,21,43,56,36,85
CCOC(=O)C(C#N)C(C)(C)C[N+](=O)[O-] (stereo not given),97,125,112,105,112,113,98,91
Cc1nc(Cl)c2c(n1)N(C)c1ccc(O)cc1C(C)C2 (stereo not given),71,59,78,90,118,101,68,93
O=C(O)C(c1ccccc1)C(Cc1ccccc1)c1ccccc1 (stereo not given),103,104,120,98,110,106,104,nt
O=C(CCn1cc(F)c(=O)[nH]c1=O)NO,97,114,95,95,100,101,99,101

# (list continues)
SMILES,T-47D,HS 578T,SK-MEL-2,LOX IMVI,MALME-3M,SK-MEL-28,SK-MEL-5,UACC-257
Cc1ccc(N2C(=O)C(=S)N(c3ccc(C)cc3)C2=O)cc1,82,103,97,99,101,113,99,90
COc1ccc(-c2cc(-c3cccn3C)c(C#N)c(=O)n2C(=S)Nc2ccc(F)cc2)cc1OC,88,132,111,99,132,119,nt,108
Cc1ccc(N(C(=O)CCc2c[nH]c3ccccc23)[C@H](C(=O)Nc2cccc([N+](=O)[O-])c2)c2ccc(N(C)C)cc2)cc1,78,91,101,75,115,110,91,90
COc1ccc(Nc2nn3c(C)cc(C)nc3c2C(=O)Nc2ccc(C)cc2)c(OC)c1,88,105,93,109,124,94,103,99
COC(=O)c1ccc2ccc3ccccc3c2c1,87,94,125,90,108,105,90,101
COc1ccc(-c2cc(-c3ccc(Cl)cc3)c(C#N)c(=O)n2Cc2ccc(C(=O)O)cc2)cc1,49,32,62,76,53,61,87,84
Cc1cc(C)nc(NC(=O)OC(C)C)c1,106,97,107,105,107,116,97,100
Cc1ccc(NC(=O)Nc2ccc(C)cc2C)cc1,103,124,97,103,97,108,103,100
CS(=O)(=O)Nc1ccsc1-c1nc(-c2ccccc2)no1,82,100,103,101,106,113,103,104
Cc1ccccc1Oc1ccccc1N,85,102,98,92,99,102,98,99
CCCSc1nc2ccc(C)cc2cc1/C=N/O,57,81,91,92,127,110,90,104
CC1(C)CCC(S(=O)(=O)c2ccc3c(c2)/C(=N\O)c2cc(S(=O)(=O)N4CCC(O)(c5cccc(C(F)(F)F)c5)CC4)ccc2-3)CC1,-83*,-56*,-90*,-86*,-79*,-72*,-93*,-70*
Fc1cc(-c2nnc3sc(COc4ccc(Cl)cc4)nn23)c(Cl)cc1Cl,87,113,93,99,116,104,79,95
C=C(C)[C@@H]1CC[C@]2(C(=O)O)CC[C@]3(C)[C@H](CC[C@@H]4[C@@]5(C)C/C(=C/c6ccccn6)C(=O)C(C)(C)[C@@H]5CC[C@]43C)[C@@H]12,19,64,69,35,73,64,32,47
Nc1ncnc2c1ncn2-c1ccccc1Cl,100,91,99,90,106,107,96,106
Cc1ccc(/C=C2/C(=O)N(C)c3ccc(Br)cc32)s1,87,25,109,77,119,104,86,104
Cc1[nH]c2ccccc2c1CCCO,106,134,96,90,159,98,104,99
CC(C)(C)OC(=O)N1CCN(c2ccc(N)cc2)C(=O)C1,106,105,111,99,106,104,99,107
O=C(O)CCCCCCCCCCCCC(=O)O,109,113,111,101,86,111,100,94
COc1cc(-c2nc3cc(Cl)c(Cl)cc3[nH]2)ccc1OCC(=O)NN,67,95,96,28,95,96,91,97
COc1ccc2c(c1)C/C(=C\c1cc(-c3ccc4c(c3)OCO4)n[nH]1)C2=O,23,99,128,nt,112,104,89,103
C=C(C)[C@@H]1CC[C@]2(C=O)CC[C@]3(C)[C@H](CC[C@@H]4[C@@]5(C)CCCNC(C)(C)[C@@H]5CC[C@]43C)[C@@H]12,58,89,90,85,78,97,66,87
CC(C)=C1C=C(C(C)(C)C)C(=O)C(C(C)(C)C)=C1,100,102,106,108,95,106,107,80
Nc1nnc(-c2cncc(Br)c2)c(-c2c[nH]c3ccc(F)cc23)n1,57,83,96,96,107,125,80,110
COC(=O)Cn1c(=O)c2cc(OC)c(OC)cc2c2cnc3[nH]ccc3c21,100,85,109,80,105,100,97,120

# Some of these compounds in order of SMILES length, falling:
SMILES,T-47D,HS 578T,SK-MEL-2,LOX IMVI,MALME-3M,SK-MEL-28,SK-MEL-5,UACC-257
C=C(C)[C@@H]1CC[C@]2(C(=O)O)CC[C@]3(C)[C@H](CC[C@@H]4[C@@]5(C)C/C(=C/c6ccccn6)C(=O)C(C)(C)[C@@H]5CC[C@]43C)[C@@H]12,19,64,69,35,73,64,32,47
C=C(C)[C@@H]1CC[C@]2(C=O)CC[C@]3(C)[C@H](CC[C@@H]4[C@@]5(C)CCCNC(C)(C)[C@@H]5CC[C@]43C)[C@@H]12,58,89,90,85,78,97,66,87
O=C(CN1CCN(c2cc(=O)[nH]c3ccc(F)cc23)CC1)Nc1cccc([N+](=O)[O-])c1,81,95,106,97,102,107,99,98
Nc1ccccc1NC(=O)CCCCC(=O)Nc1ccc2c(c1)/C(=C/c1ccc[nH]1)C(=O)N2,60,52,46,85,33,86,88,98
O=C(Cn1cc(CN2C(=O)c3ccccc3S2(=O)=O)nn1)Nc1nc2ccccc2s1,88,110,95,93,95,106,104,101
Cc1ccc2c(Cn3cc(CSc4nc5cc(Cl)ccc5o4)nn3)cc(=O)oc2c1,99,112,117,96,108,108,95,109
O=c1cc(-c2ccccc2)nc2sc(-c3c[nH]c4ccc(Cl)cc34)nn12,70,55,nt,91,77,94,97,nt
Nc1nnc(-c2cncc(Br)c2)c(-c2c[nH]c3ccc(F)cc23)n1,57,83,96,96,107,125,80,110
Cc1nc(Cl)c2c(n1)N(C)c1ccc(O)cc1C(C)C2 (stereo not given),71,59,78,90,118,101,68,93
CN1C(=O)/C(=C/c2cccs2)S/C1=N/c1nccs1,47,115,103,92,105,106,100,108
CN(C)/N=N/c1nc[nH]c1C(N)=O,103&105&87,147&97&102,85&35,51&49&40,113&90&94,114&109&109,103&94&104,85&76&97
Cc1nc2ccccc2n(C)c1=O,83,93,89,98,81,102,102,92
Cc1ccccc1Oc1ccccc1N,85,102,98,92,99,102,98,99
O=CNc1ccccc1O,107,120,100,99,130,105,101,102

# (list continues)
SMILES,T-47D,HS 578T,SK-MEL-2,LOX IMVI,MALME-3M,SK-MEL-28,SK-MEL-5,UACC-257
CCC(=O)OC1=C(C)SC2=NC(c3ccc(Cl)cc3)=CC(c3ccc(Cl)cc3)N21 (stereo not given),95,116,96,104,104,111,99,98
CCCCCN(CCCCC)CC(O)c1c(Cl)ccc2ccccc12 (stereo not given),69,80,93,72,95,97,73,83
CC(=O)c1ccc(NC(=O)CSc2nc3c([nH]2)c(=O)n(C)c(=O)n3C)cc1,87,92,109,112,86,102,94,97
CC(C)C(OB(OC(C(C)C)C(C)C)OC(C(C)C)C(C)C)C(C)C,nt,100,120,99,94,114,100,86
NC(N)=Nc1ccc(N=C(N)N)cc1,93,94,90,96,100,113,113,89
CCc1ccc(C2C3=C(NC(C)(C)NC3Nc3cccnc3)OC2C(=O)c2ccc(N=[N+]=[N-])cc2)cc1 (stereo not given),102,105,108,nt,98,104,100,102
COc1ccc(NC(=O)Cn2nncc2CN2C(=O)CSC2=O)cc1,105,103,102,99,97,112,107,111
COc1cc(C2SCC(=O)N2NC(=O)c2ccc(C)nc2)cc(OC)c1OC (stereo not given),98,123,115,97,53,113,110,101
COc1cc(OC)c(S(=O)(=O)NNC(=O)c2ccncc2)cc1C1=NN(C(C)=O)C(c2ccc(Cl)cc2)C1 (stereo not given),102,95,124,nt,105,112,100,107
CC(=O)c1ccc(C)cc1,120,95,nt,108,91,104,105,92
Clc1nc(Cl)c2ncn(CCOCCn3cnc4c(Cl)nc(Cl)nc43)c2n1,-54*,-43*,-77*,-83*,-73*,-96*,-92*,-90*
Nc1ccc(S(=O)(=O)c2ccc([N+](=O)[O-])cc2)cc1,113,103,98,89,101,110,102,nt
Cc1ccc(-c2cc(NS(=O)(=O)/C=C/c3ccccc3)n[nH]2)cc1,103,89,90,95,106,116,87,nt
CCc1ccc(CC)c(CC)c1CC,99,127,92,94,96,110,106,97
